SARS 3CLpro inh: SARS-CoV 3CLpro protease inhibition; hit rate 0.14% among 290,000; AID 1706; P0C6X7; recombinant SARS-CoV 3CLpro, quenched FRET peptide cleavage; inhibition, % at 6 µM; in the data active means inhibition above about 12%
CCHF vOTU inh: blocks the CCHF virus ovarian tumor domain protease. CCHFV vOTU protease, Pep-AMC fluorescence. inhibition, % at 11.5 µM. hit rate 0.55% among 370,000; in the data active means inhibition above about 30%; further: 0% = vehicle wells with enzyme and 100% = no enzyme wells
MazF activator: MazEF (E. coli) toxin RNase activation; P0AE70; FAM/BHQ RNA-DNA oligo cleavage fluorescence, 5 h; activation, % at 20 µM; hit rate 0.32% among 350,000; AID 504720; in the data active means activation above about 50%
Target sequence (P0AE70 whole entry, looked up): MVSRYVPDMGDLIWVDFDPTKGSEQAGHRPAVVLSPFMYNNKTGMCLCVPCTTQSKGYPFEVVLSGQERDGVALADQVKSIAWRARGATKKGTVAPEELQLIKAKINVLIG
TcdB inh: TcdB glycohydrolase inhibition | P18177 | TcdB glycohydrolase enzymatic assay, plate reader | inhibition, % at 9.99 µM | hit rate 0.24% among 350,000 | AID 652162; in the data active means inhibition above about 10%
Rv3671c protease: inhibitors of M. tuberculosis serine protease Rv3671c; inhibition, % at 5.96 µM; hit rate 0.048% among 320,000; in the data active means inhibition above about 38%;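 further: extracellular domain of Rv3671c used as enzyme; 0% = enzyme with DMSO and 100% = no enzyme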
Target sequence (P9WHR9 whole entry, looked up, the tested form may be a part): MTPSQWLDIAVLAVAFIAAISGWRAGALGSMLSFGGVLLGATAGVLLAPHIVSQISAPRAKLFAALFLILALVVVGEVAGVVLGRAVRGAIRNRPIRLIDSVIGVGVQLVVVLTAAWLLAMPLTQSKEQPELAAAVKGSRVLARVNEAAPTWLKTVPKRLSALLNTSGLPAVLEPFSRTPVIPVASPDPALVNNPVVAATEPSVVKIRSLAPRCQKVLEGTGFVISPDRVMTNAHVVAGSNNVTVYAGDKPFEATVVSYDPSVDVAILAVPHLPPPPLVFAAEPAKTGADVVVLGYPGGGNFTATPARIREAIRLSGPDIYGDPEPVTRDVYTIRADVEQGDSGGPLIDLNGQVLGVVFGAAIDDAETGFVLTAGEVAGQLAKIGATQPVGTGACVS
Y pestis TopoI: Y. pestis Topo-I inhibition via cleavage products; Y. pestis Topo-I cleavage product accumulation, plate reader; hit rate 0.064% among 360,000; activity, % at 10 µM; in the data active means activity above about 50%, passing the limit was not always enough; further: inactives centre near 2
PrPC TRFRET: reduces human prion protein on the cell surface | cell surface PrPC, TR-FRET read-out | hit rate 0.43% among 370,000 | AID 720596 | P04156 | inhibition, % at 13.8 µM; in the data active means inhibition above about 24%; further: 0% = median of the test wells and 100% = reference compound wells
BH1578 lux ind: quorum light induction in luxS cqsA deficient V. cholerae. activation, % at 18.7 µM. V. cholerae BH1578 lux reporter, luminescence, 6 h. hit rate 0.16% among 350,000. AID 588436; in the data active means activation mostly above about 9.7%, no sharp cut-off; further: not every result past the cut was called active; inactives centre near 0; reference of the scale not given here
VHR inh abs: inhibitors of human VHR1 phosphatase (DUSP3) | P51452 | recombinant VHR phosphatase, pNPP absorbance | inhibition, % at 13.3 µM | hit rate 0.52% among 290,000 | AID 1654; in the data active means inhibition above about 50%; further: some compounds called inactive have numbers as strong as hits
Target sequence (P51452 whole entry, looked up): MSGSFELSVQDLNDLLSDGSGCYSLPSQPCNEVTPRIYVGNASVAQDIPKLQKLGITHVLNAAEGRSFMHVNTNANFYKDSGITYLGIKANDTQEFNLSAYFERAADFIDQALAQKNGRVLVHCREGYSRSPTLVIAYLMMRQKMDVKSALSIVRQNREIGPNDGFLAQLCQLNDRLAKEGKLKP
PriA SSB inh: inhibitors of Klebsiella pneumoniae PriA binding to SSB C-terminal tail; hit rate 0.6% among 430,000; inhibition, % at 33 µM; AlphaScreen SSBct-PriA binding, biotinylated peptide; in the data active means inhibition mostly above about 37%, no sharp cut-off; inactive means mostly below about 20%;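 further: plate controls were negative control peptide for no effect and reference peptide for full effect; strong numbers were not always called active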
Active calls of the source: *; i = inactive; · = no result given; & = joins results of further samples. Not all compounds are listed. The share of hits here may be higher or lower than overall.

1: CCN(C[C@H]1N[C@@](CC)(C(=O)OC)[C@H]2C(=O)N(C)C(=O)[C@@H]12)S(=O)(=O)c1ccc(-c2ccccc2)cc1
2: O=C(OCc1nnc(-c2ccccc2)o1)c1cc2ccccc2cc1O
3: CC1=NN(C(N)=S)C(=O)C1N=Nc1ccc(F)cc1 (stereo not given)
4: O=C(CSc1nc2ccccc2c(=O)n1-c1ccccc1)N1CCN(CCO)CC1
5: COc1ccc(Cn2nnnc2C(c2cc3cccc(C)c3[nH]c2=O)N2CCN(C)CC2)cc1 (stereo not given)
6: CC(C)CCNC(=O)COc1cccc2c1OC(C)(C)C2
7: COc1ccccc1S(=O)(=O)Cc1ccc(C(=O)NC2CCCCCC2)o1
8: COc1cc2c(cc1OC)C(Nn1cnnc1)=NC1(CCCC1)C2

entry no.,1,2,3,4,5,6,7,8
SARS 3CLpro inh,·,-2,1,2,-5,-1,-6,-1
CCHF vOTU inh,2,-4,-1,2,-8,4,16,-1
MazF activator,7,-4,2,-2,6,-9,9,5
TcdB inh,-0.4,-1.6,0.7,·,0.5,-0.1,1.1,1.9
Rv3671c protease,4,0,·,0,2,-4,-11,3
Y pestis TopoI,22,11,-1,-6,6,5,1,2
PrPC TRFRET,-1,3,-1,6,-5,6,0,-1
BH1578 lux ind,i,-0.4,0.7,-3.0,-1.6,-0.5,i,-1.3
VHR inh abs,·,18,-29,39,14,17,2,17
PriA SSB inh,-4,0,7,-6,-4,-8,-2,4

9: CCOc1ccc(Cl)cc1S(=O)(=O)n1cnc2cc(C)c(C)cc21
10: COC(=O)Cn1c(O)c(N=NC(=O)OC)c2ccccc21
11: O=C(CSc1nc2ccccc2c(=O)n1-c1ccccc1)N/N=C/C=C/c1ccccc1[N+](=O)[O-]
12: O=S(=O)(CC(CN1CCCCC1)N1CCCCC1)c1ccc2ccccc2c1 (stereo not given)
13: COCCNc1cnn(-c2ccccc2)c(=O)c1Cl
14: Cc1c(C(=O)O)nn(-c2ccccc2)c(=O)c1C#N
15: CSCC[C@H](NC(=O)OC(C)(C)C)c1nnc(SCC(=O)Nc2c(C)cccc2C)o1
16: O=S(=O)(Nc1cccc(-c2nc3cccnc3s2)c1)c1ccc2c(c1)CCCC2

entry no.,9,10,11,12,13,14,15,16
SARS 3CLpro inh,3,3,2,1,-5,-3,4,-1
CCHF vOTU inh,-8,-5,-11,9,2,-4,4,-2
MazF activator,7,-12,9,7,6,3,1,1
TcdB inh,·,-0.1,-0.1,0.6,0.2,2.3,·,1.6
Rv3671c protease,8,-3,-30,·,0,-6,1,-144
Y pestis TopoI,7,11,23,-3,-5,5,-6,-2
PrPC TRFRET,5,-8,3,3,0,-43,3,11
BH1578 lux ind,0.9,-0.4,-0.3,-0.4,0.2,-0.3,0.9,-0.4
VHR inh abs,25,-21,8,20,18,0,0,-4
PriA SSB inh,0,-5,·,0,-12,-2,-1,-4&-1

17: Cc1ccc(-n2[nH]c(C)c(/C=N/Nc3ccc([N+](=O)[O-])cc3[N+](=O)[O-])c2=O)cc1
18: Cc1cccc(/C=C/c2onc(C)c2S(=O)(=O)N2CCC(C(=O)N3CCCCC3)CC2)c1
19: CCn1c(=O)n(CC)c2cc(NS(=O)(=O)c3ccccc3)ccc21
20: COCCN1Cc2cccc(C(=O)NCC3CCN(CC(C)C)C3)c2C1=O (stereo not given)
21: CC(=O)Nc1ccc(S(=O)(=O)Nc2nnc(C)s2)cc1
22: C=CCNc1nc(C(=O)OCC(=O)NCc2cccc(Cl)c2)cs1
23: COc1ccc(S(=O)(=O)N(C)C)cc1NC(=O)Cc1cccs1
24: CCN(CC)C(=O)C1CCCN(C(=O)c2cc(COc3ccc4ncccc4c3)on2)C1 (stereo not given)

entry no.,17,18,19,20,21,22,23,24
SARS 3CLpro inh,-1,6,-3,3,·,·,2,-3
CCHF vOTU inh,13,·,-3,-7,-4,-7,11,-1
MazF activator,1,2,5,-4,6,3,5,-1
TcdB inh,0.7,·,-0.3,0.9,0.6,1.2,0.2,-4.7
Rv3671c protease,8,0,2,-3,·,-4,6,-10
Y pestis TopoI,-13,23,6,5,8,3,-9,4
PrPC TRFRET,-20,·,7,0,-2,-3,3,13
BH1578 lux ind,i,-0.5,-5.0,-0.4,i,-0.7,i,-0.2
VHR inh abs,-1,-9,18,4,·,·,1,6
PriA SSB inh,·,-14,-6,-14,·,4,0,-6

25: C[C@@H](CN1CCC[C@H]1CN1C(N)=NC[C@@H]1Cc1ccccc1)N1C[C@@H](Cc2ccccc2)N(CCc2ccc(Cl)c(Cl)c2)C1=N
26: CC(C)c1onc(C(=O)Nc2ccc3c(c2)OCO3)c1[N+](=O)[O-]
27: COc1cc2c(cc1OC)C(c1ccc(-c3ccc(Cl)c(Cl)c3)o1)=NCC2
28: COC(=O)c1nn(C23CC4CC(CC(C4)C2)C3)c2c1C(=O)N(c1ccc(Br)cc1)C2=O
29: NNC(=O)C12CC3CC(C1)CC(n1ncnn1)(C3)C2
30: CCOC(=O)c1nn(-c2ccccc2C)c2nc(CC(C)C)c(C#N)c(=O)n12
31: COc1ccccc1N(O)C1CC(=O)N(c2ccc(F)cc2)C1=O (stereo not given)
32: C=CCn1c(SCC(=C)C)nc2c1c(=O)[nH]c(=O)n2C

entry no.,25,26,27,28,29,30,31,32
SARS 3CLpro inh,·,-2,6,4,0,-5,0,·
CCHF vOTU inh,·,·,19,-10,8,3,-11,-3
MazF activator,-11,4,-9,-3,3,3,9,-17
TcdB inh,·,·,·,·,·,·,·,-0.9
Rv3671c protease,2,0,-4,-1,5,-1,3,3
Y pestis TopoI,-6,-1,5,4,6,4,-9,5
PrPC TRFRET,·,·,2,3,4,10,-11,-3
BH1578 lux ind,1.9,i,-0.4,-0.2,-0.4,·,i,-0.2
VHR inh abs,·,2,25,27,39,3,-26,22
PriA SSB inh,17,8,37,-4,-9,-9,24,-2

33: CC(=O)c1ccc(N2CCN(C(=O)C3CCCN(c4ncnc5c4nc4n5CCCCC4)C3)CC2)cc1 (stereo not given)
34: COc1cc(Cn2c3ccc(NC(=O)CCc4ccc(O)cc4)cc3c(=O)n2C)ccc1F
35: CCCCN(C(=O)/C=C/c1ccco1)c1c(N)n(CCC)c(=O)[nH]c1=O
36: Cc1cc(NCCc2ccccc2F)n2ncnc2n1
37: COc1ccccc1-c1cccc2nccn12
38: CCOc1ccc(C(=O)C(C)OC(=O)Cn2[nH]c(=O)c3ccccc3c2=O)cc1 (stereo not given)
39: N#Cc1c(SCc2ccccc2)nc(N2CCOCC2)c2c1CCCC2
40: COc1ccc(NC(=S)NCCCn2ccnc2)cc1

entry no.,33,34,35,36,37,38,39,40
SARS 3CLpro inh,3,·,-2,4,·,1,6,-1
CCHF vOTU inh,7,-73,18,-4,-18,15,9,6
MazF activator,8,·,0,4,·,-4,-8,4
TcdB inh,0.7,0.2,2.9,-0.3,0.0,-0.5,·,·
Rv3671c protease,5,·,2,-1,·,-7,-13,1
Y pestis TopoI,22,4,7,1,4,1,25,-8
PrPC TRFRET,-5,28*,2,7,2,-2,2,-1
BH1578 lux ind,i,i,i,-0.1,-0.7,1.6,3.6,i
VHR inh abs,-7,·,9,12,·,11,-29,·
PriA SSB inh,5,·,3,-17,·,·,-20,16

Some of the entries above in another layout.
nr | SMILES | SARS 3CLpro inh | CCHF vOTU inh | MazF activator | TcdB inh | Rv3671c protease | Y pestis TopoI | PrPC TRFRET | BH1578 lux ind | VHR inh abs | PriA SSB inh
34 | COc1cc(Cn2c3ccc(NC(=O)CCc4ccc(O)cc4)cc3c(=O)n2C)ccc1F | · | -73 | · | 0.2 | · | 4 | 28* | i | · | ·
37 | COc1ccccc1-c1cccc2nccn12 | · | -18 | · | 0.0 | · | 4 | 2 | -0.7 | · | ·

Down the list, quoted from above:
Entries 34 to 40 in PriA SSB inh, in turn: ·, 3, -17, ·, ·, -20, 16
Entries 34 to 40 in CCHF vOTU inh, in turn: -73, 18, -4, -18, 15, 9, 6
Entries 34 to 40 in MazF activator, in turn: ·, 0, 4, ·, -4, -8, 4

Remaining list, next part
41: Cc1c(C(=O)NC2CCCC2)oc2ccccc12
42: CC1C=CC(C)C(C(=O)c2ccccc2)C1C(=O)c1ccccc1 (stereo not given)
43: O=C(CSc1nccn(-c2ccc(Br)cc2)c1=O)NC1CCCC1
44: CC(=O)c1ccc(NC(=O)NC2CCCCCCC2)cc1
45: CC(=O)NC12CC3CC(C1)CC(C(=O)N1CCN(S(=O)(=O)c4cccc([N+](=O)[O-])c4)CC1)(C3)C2
46: COc1cc(NC(=S)N2CCN(S(=O)(=O)c3ccccc3)CC2)cc(OC)c1
47: COc1ccc(C2C(=O)c3ccccc3C2=O)cc1
48: Cc1nc(NC(=O)COC(=O)CCc2ccccc2)c(Cl)cc1Cl

entry no.,41,42,43,44,45,46,47,48
SARS 3CLpro inh,·,·,·,-1,·,0,-2,·
CCHF vOTU inh,9,11,-9,-1,-2,-4,3,-10
MazF activator,8,-3,-5,3,2,5,-11,5
TcdB inh,-1.2,0.5,0.0,0.4,0.9,-0.5,0.4,0.7
Rv3671c protease,1,·,-2,·,·,·,-3,-2
Y pestis TopoI,8,29,3,0,-2,18,-6,13
PrPC TRFRET,6,-18,-9,10,-22,-4,5,6
BH1578 lux ind,i,-5.9,-0.4,-0.2,-0.4,-0.2,i,i
VHR inh abs,·,·,·,19,·,11,-7,·
PriA SSB inh,2,·,-11,-7,-10,-8,-6,-23

49: CC(C)Cn1c2nc3ccccc3nc2c2c(=O)n(CCN3CCOCC3)cnc21
50: Cc1c(NS(=O)(=O)N2CCCCC2)c(=O)n(-c2ccccc2)n1C
51: O=C(NC(=S)Nc1ccccc1N1CCCC1)c1ccccc1[N+](=O)[O-]
52: CCCCC(=O)Nc1ccc(C(=O)NN2C(=O)c3ccccc3C2=O)cc1
53: CC(C)CCn1c(SCC(=O)NC2CCS(=O)(=O)C2)nc2cc(Cl)ccc2c1=O (stereo not given)
54: C=CCN1/C(=C(\C#N)C2=NS(=O)(=O)c3ccccc32)N(C)c2ccccc21
55: Cc1cc(NC(=O)c2ccc(-c3ccc(F)c(Cl)c3)o2)no1
56: COc1cc(NS(=O)(=O)c2ccc(Nc3nc(-c4ccccn4)cs3)cc2)nc(OC)n1

entry no.,49,50,51,52,53,54,55,56
SARS 3CLpro inh,-1,1,3,-2,·,-2,-1,3
CCHF vOTU inh,-3,-9,-1,-8,4,13,-13,-2
MazF activator,10,-9,4,6,2,1,13,-2
TcdB inh,·,·,·,1.6,3.0,·,0.3,1.1
Rv3671c protease,3,6,0,-2,2,-1,-6,10
Y pestis TopoI,8,4,0,-12,-7,5,1,-13
PrPC TRFRET,-10,-1,8,4,6,-4,6,-6
BH1578 lux ind,i,-0.2,-0.6,-3.8,i,-0.2,-0.2,-0.2
VHR inh abs,31,20,27,16,·,-10,6,29
PriA SSB inh,-12,-2,57*,9,-6,2,-7,11

Part of the list above, reformatted:
item	canonical_smiles	SARS 3CLpro inh	CCHF vOTU inh	MazF activator	TcdB inh	Rv3671c protease	Y pestis TopoI	PrPC TRFRET	BH1578 lux ind	VHR inh abs	PriA SSB inh
50	Cc1c(NS(=O)(=O)N2CCCCC2)c(=O)n(-c2ccccc2)n1C	1	-9	-9	·	6	4	-1	-0.2	20	-2
51	O=C(NC(=S)Nc1ccccc1N1CCCC1)c1ccccc1[N+](=O)[O-]	3	-1	4	·	0	0	8	-0.6	27	57*

Other results.
57: CCOC(=O)N1CCN(S(=O)(=O)c2ccc(C(=O)Nc3sc4c(c3C(N)=O)CCN(CC)C4)cc2)CC1
58: Oc1ccc(/C=N/NC(=S)NCC2CCCO2)cc1 (stereo not given)
59: CCOc1ccccc1OCCCC(=O)N1CCN(S(=O)(=O)c2cc(F)ccc2F)CC1
60: OC12CCCCC1C(c1ccc3c(c1)OCO3)N(Cc1ccccc1F)CC2 (stereo not given)

entry no.,57,58,59,60
SARS 3CLpro inh,-4,-4,·,2
CCHF vOTU inh,12,8,-10,1
MazF activator,-6,3,12,2
TcdB inh,0.7,·,1.9,·
Rv3671c protease,6,4,·,-8
Y pestis TopoI,13,-5,36,1
PrPC TRFRET,-8,0,-1,-3
BH1578 lux ind,-0.2,4.8,i,i
VHR inh abs,10,6,·,10
PriA SSB inh,-1,·,3,-22

Assay outcomes (PubChem BioAssay)
